High-throughput results as filed in PubChem BioAssay.
ERAP1 inh = ERAP1 (human) enzyme inhibition; Q9NZ08; recombinant ERAP1, Leu-AMC fluorescence, 60 min; inhibition, % at 10.7 µM; hit rate 0.15% among 340,000; AID 652197;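 active = mean replicate inhibition of at least 30%, or all replicates individually reaching that 30% level; inactive = mean below 30% and not every replicate reaching it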;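 note: 0% = neutral control wells and 100% = L-leucinethiol positive control wells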
LGR2 antag = inhibitors of bursicon-induced Drosophila LGR2 receptor cAMP signaling; HEK293 LGR2, CRE-luciferase, bursicon-stimulated, 4 h; inhibition, % at 9.99 µM; hit rate 0.35% among 380,000; AID 720647;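 active = drop in luminescence signal, shown as inhibition above about 50% in the replicate tests, limit read from the data, passing the limit was not always enough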;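 note: agonist challenge used bursicon conditioned medium at about half maximal strength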
C2C12 statin = suppressors of simvastatin-induced myotoxicity in C2C12 myotubes; AID 602340; ATP luminescence, 48 h; scaled: DMSO 0, geranylgeraniol control 100; hit rate 0.78% among 330,000; rescue of ATP level, % at 7.49 µM;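 active = mean ATP rescue above about 67%, or every replicate alone reaching that limit, limit read from the data, passing the limit was not always enough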;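 note: myotubes were challenged with 10 µM simvastatin during compound exposure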
PGC1a acetyl inh = PGC1a acetylation modulation, inhibitor mode; inhibition, % at 15.6 µM; hit rate 0.17% among 350,000; U2OS PGC1a acetylation, AlphaScreen anti-acetyl-lysine; with virally co-expressed GCN5 acetyltransferase;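 active = every replicate shows inhibition of at least 40%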;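 note: 0% = neutral control wells and 100% = positive control wells; some results beyond the cut were filed as inactive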
Cneo AK release = causes C. neoformans cell lysis; adenylate kinase release luminescence, 4 h; normalised: neutral wells 0, clomiphene wells 100; lysis activity, % at 15 µM; hit rate 0.2% among 360,000; AID 651654;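 active = mean lysis activity across replicates of at least 80%, whatever share of replicates individually reach that level; inactive = mean lysis activity below 80%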
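Material: C. neoformans cells; Schedule: 4 h static compound exposure, 37 °C, read 1 h post-reagent; Measured by: adenylate kinase release luminescence; Read-out: signal increase indicating cell lysis; Controls: Clomiphene as positive lysis control.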
S100A4 MyoIIA = inhibitors of human S100A4 binding to myosin IIA peptide. S100A4/TAMRA-MyoIIA peptide fluorescence polarization. inhibition, % at 10.7 µM. hit rate 0.14% among 360,000;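 active = mean inhibition of at least 70% across replicates, with every replicate also reaching that level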
Target sequence (P26447 whole entry, looked up): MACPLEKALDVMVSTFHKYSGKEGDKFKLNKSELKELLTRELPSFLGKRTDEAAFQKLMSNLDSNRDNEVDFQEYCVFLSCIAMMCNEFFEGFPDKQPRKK
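Test system: S100A4 monomer protein. Medium: HEPES buffer with Ca2+, pH 7.2. Reagent: fluorescent myosin IIA peptide, 5 nM. Compound dosing: single-point compound testing. Timing: 5 min between mix addition and reading. Benchmarks: DMSO neutral and TFP positive wells.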
XiGFP reactiv = X-chromosome reactivation activator; hit rate 0.055% among 360,000; activation, % at 7.58 µM; XiGFP mouse fibroblasts, % GFP-positive cells imaging, 3 d; cells co-treated with 5-aza-dC sensitizer; scaled so ellipticine positive control = 100%; AID 743238;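 active = mean normalized replicate activation at least 10% and every replicate at or above 10%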;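 note: 0% = median of on-plate neutral control wells and 100% = ellipticine 6 µM median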
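Schedule: 3 d treatment, 15 min room-temperature fixation; system: 68-5-11 XiGFP fibroblast line; buffer or medium: DMEM plus 5-aza-dC sensitizer; control set: ellipticine 6 µM positive control; compound: one concentration, pinned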
SIRT5 block = blocks human SIRT5 desuccinylation of peptide; Purified SirT5, succinyl-peptide AMC, trypsin-coupled fluorescence; inhibition, % at 15 µM; hit rate 1.1% among 330,000; in the data active = inhibition above about 15%
Target sequence (Q9NXA8 whole entry, looked up): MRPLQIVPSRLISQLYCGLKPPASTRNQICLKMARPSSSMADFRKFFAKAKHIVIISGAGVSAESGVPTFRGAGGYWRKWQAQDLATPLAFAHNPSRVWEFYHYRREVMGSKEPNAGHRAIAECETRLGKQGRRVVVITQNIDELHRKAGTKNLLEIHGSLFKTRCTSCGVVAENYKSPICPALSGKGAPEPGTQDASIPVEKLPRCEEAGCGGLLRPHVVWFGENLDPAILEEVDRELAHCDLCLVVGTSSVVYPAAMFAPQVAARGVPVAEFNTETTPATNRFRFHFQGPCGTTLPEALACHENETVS
The depositor's hits bear a star; . = not tested or not shown. A portion of the library, so the mix of outcomes need not match the whole.

# | structure | ERAP1 inh | LGR2 antag | C2C12 statin | PGC1a acetyl inh | Cneo AK release | S100A4 MyoIIA | XiGFP reactiv | SIRT5 block
1 | COc1ccc(OC)c(-n2c(SCC(N)=O)nnc2-c2c[nH]c3ccccc23)c1 | 6 | -11 | -4 | -19 | 1 | 3 | 0.2 | 0
2 | Cc1cc(C)n(-c2ccc(C(=O)Nc3cccnc3Cl)cc2)n1 | -1 | 5 | . | . | . | -33 | 0.0 | 1
3 | Cc1noc(C)c1NC(=O)N(C)C[C@H]1Oc2c(NC(=O)Nc3ccc4c(c3)OCO4)cccc2C(=O)N([C@H](C)CO)C[C@H]1C | -1 | 7 | -11 | 12 | -8 | 9 | 0.4 | -9
4 | O=C(Cc1c[nH]c2ccccc12)NCc1ccc(Cl)cc1 | -1 | -1 | . | 1 | -2 | 2 | 0.1 | -1
5 | CNC[C@H]1Oc2c(NC(=O)c3cnccn3)cccc2C(=O)N([C@@H](C)CO)C[C@@H]1C | -1 | 1 | -13 | -2 | -2 | 11 | -0.3 | .
6 | CCCN(CCC)CCOc1cc(C)ccc1C(C)C | 8 | -3 | . | . | . | -3 | 0.4 | 0
7 | COc1ccc(NC(=O)CC2C(=O)NCCN2C(=O)Nc2ccc(C(F)(F)F)cc2)cc1 (stereo unspecified) | -3 | 5 | 0 | -1 | 3 | 2 | 0.1 | 2
8 | Cn1c(=NC(=O)c2ccco2)sc2ccccc21 | 8 | 37 | . | . | . | 0 | 0.0 | 6
9 | CC(=O)N(C)C[C@@H]1Oc2cc(C#CC3(O)CCCC3)ccc2S(=O)(=O)N([C@H](C)CO)C[C@@H]1C | -3 | -2 | . | 3 | -9 | -1 | 0.3 | 0
10 | Cc1c(Cl)cccc1NC(=O)CCC(=O)N/N=C/c1ccco1 | -2 | 2 | 8 | . | 0 | 1 | 0.0 | 1
11 | CCOC(=O)c1c(C)[nH]c(C)c1S(=O)(=O)NCC1CCN(Cc2ccc(C)cc2)CC1 | 0 | -3 | -8 | 4 | . | -40 | 0.2 | -1
12 | Cc1ccccc1-c1cccc([C@@H]2C[C@H]3C(CN2)CON3C)c1 (stereo partly specified) | 0 | 0 | -6 | 10 | 1 | -3 | 0.3 | -8
13 | COc1cc(C(F)(F)F)c(C(=O)N(C)Cc2ccc(Cl)c(Cl)c2)cn1 | 4 | -1 | . | -4 | 0 | -1 | 0.0 | -1
14 | COc1ccccc1-c1ccc([C@H]2[C@H](CO)N3CCCCN(C(=O)CN4CCOCC4)C[C@@H]23)cc1 | 1 | -1 | -2 | 0 | -1 | 4 | 0.3 | 4
15 | Nn1c(SCC(=O)Nc2nccs2)nncc1=O | 6 | 6 | . | -4 | . | 3 | 0.0 | 0
16 | COCC(=O)N(C)C[C@@H]1Oc2cc(-c3ccc(OC)cc3)ccc2S(=O)(=O)N([C@@H](C)CO)C[C@H]1C | -2 | 0 | 5 | 6 | 7 | 4 | 0.4 | -9
17 | Clc1ccccc1N1CCN(c2ncnc3nc[nH]c23)CC1 | 2 | 8 | -12 | 3 | -2 | 3 | -0.1 | -1
18 | COc1ccc(C(=O)C(C)OC(=O)c2nc3nccc(C)n3n2)cc1 (stereo unspecified) | -2 | 9 | 14 | -7 | 0 | -16 | 0.1 | 9
19 | CCc1nnc(NC(=O)CSc2nnc(CNc3ccc(OC)cc3)n2C)s1 | -2 | 23 | 4 | . | -3 | 0 | 0.0 | -5
20 | C[C@@H]1CN([C@H](C)CO)C(=O)CCCn2cc(nn2)CO[C@@H]1CN(C)Cc1ccccc1C(=O)O | -1 | -10 | 9 | -5 | -1 | -2 | -0.4 | 0
21 | Cc1ccc(-c2cnc3c(c2)C(=O)N([C@H](C)CO)C[C@H](C)[C@H](CN(C)CC2CCCC2)O3)cc1 | -9 | -4 | 41 | -1 | 16 | 6 | 0.0 | -1
22 | CC(NC(=S)NC1CCCCC1)c1ccccc1 (stereo unspecified) | 2 | 5 | -6 | . | -1 | -3 | 0.0 | -5
23 | CNC(=O)C[C@@H]1CC[C@@H]2[C@H](COC[C@@H](O)CN2C(=O)Nc2ccc(Cl)c(Cl)c2)O1 | 0 | 18 | -67 | 0 | -4 | 6 | 0.4 | 0
24 | O=c1oc(-c2ccco2)nc2sc3c(c12)CCCCC3 | -2 | . | 20 | -4 | -1 | 1 | 0.1 | 1
25 | O=C(NCC1CCCO1)c1ccc(NC(=O)c2cccc([N+](=O)[O-])c2)cc1 (stereo unspecified) | -3 | -4 | 4 | . | -1 | 0 | 0.0 | -2
26 | CCN(CC)CC(O)COC(c1ccccc1)c1ccccc1 (stereo unspecified) | -2 | -2 | -6 | 3 | 6 | 0 | -0.1 | 0
27 | CS(=O)(=O)N(CC(=O)N1CCCC1)Cc1ccccc1 | 0 | -1 | . | -6 | . | -4 | 0.3 | -2
28 | Cc1cccc(NC(=O)CCC(=O)N/N=C/c2ccco2)c1 | -2 | 13 | . | . | . | -2 | -0.1 | 7
29 | COc1ccc(NS(=O)(=O)c2cccc(C(=O)NNC(=O)c3ccc(C)o3)c2)cc1 | -2 | 4 | 0 | . | -1 | 28 | 0.4 | -10
30 | CCCc1cc(=O)[nH]c(SCC(=O)Nc2sc3c(c2C#N)CCCC3)n1 | -2 | -13 | 10 | -1 | 0 | -3 | -0.1 | 5
31 | Cc1ccccc1-c1cnc2c(c1)C(=O)N([C@@H](C)CO)C[C@@H](C)[C@@H](CN(C)Cc1ccccc1F)O2 | 0 | -6 | 4 | -5 | -2 | -8 | 0.3 | 10
32 | Cc1ccc2c(c1)cc(C)c1nnc(SCC(=O)NCc3ccco3)n12 | 3 | 13 | . | . | . | 13 | . | 1
33 | CCCCc1ccc(S(=O)(=O)NC(=O)C2(C)CCN2C(=O)CC2CC2)cc1 (stereo unspecified) | -2 | -7 | 13 | 3 | -4 | 1 | -0.1 | -1
34 | Cc1nn(C)cc1N1C(=O)c2cccc3c(N)ccc(c23)C1=O | 6 | -7 | . | -9 | 4 | 26 | 1.9 | 0
35 | O=C(NCc1ccc(F)cc1)c1ccc(CNc2c(N3CCOCC3)c(=O)c2=O)cc1 | -5 | -9 | 1 | -1 | -5 | 0 | 0.0 | -1
36 | O=C(Nc1cc(Cl)cc(Cl)c1)c1ccno1 | 0 | 10 | 7 | -7 | -1 | -17 | 0.5 | 2
37 | COc1cc(C(=O)Nc2nc(-c3ccc(C)cc3)cs2)ccc1OCC(=O)N1CCOCC1 | . | 2 | 9 | -19 | 0 | . | 0.0 | .
38 | Cc1c(-c2ccc(OCCN3CCCCC3)cc2)c(=O)oc2ccc3ccccc3c12 | 1 | -15 | -5 | 5 | -1 | 1 | 0.2 | -4
39 | C[C@@H]1CN([C@@H](C)CO)C(=O)c2cc(NC(=O)Nc3ccc(F)cc3)ccc2O[C@@H](C)CCCCO[C@H]1CN(C)C(=O)Cc1ccccc1 | -2 | -8 | . | 0 | 7 | -5 | 0.0 | 4
40 | O=C(CSc1ncccc1-c1nc2ccccc2[nH]1)N1CCc2ccccc21 | 1 | -21 | . | . | -2 | 0 | 0.0 | .
41 | CN(CC(=O)NCCCN1CCOCC1)S(=O)(=O)c1cc(Cl)ccc1Cl | 0 | 22 | -4 | . | -1 | 4 | -0.2 | 1
42 | COc1ccccc1-c1cn(CC[C@@H]2CC[C@H](NC(=O)c3cnccn3)[C@H](CO)O2)nn1 | . | 7 | -1 | 1 | 0 | 3 | 0.4 | 7
43 | CCOCCCNC(=O)C(c1ccc(C)cc1)N(Cc1ccc2c(c1)OCO2)C(=O)c1ccccn1 (stereo unspecified) | 4 | 3 | 4 | 0 | 1 | -6 | 0.3 | -4
44 | Cc1cccc(OCC(=O)Nc2ccc3nc(C)sc3c2)c1 | -1 | 2 | . | . | . | 5 | 0.1 | -1
45 | O=[N+]([O-])c1ccccc1S(=O)(=O)N1CCN(c2ccccn2)CC1 | 1 | 4 | 10 | -3 | 1 | -3 | 0.0 | -4

An excerpt from above in order of length of the SMILES, highest first:
# | structure | ERAP1 inh | LGR2 antag | C2C12 statin | PGC1a acetyl inh | Cneo AK release | S100A4 MyoIIA | XiGFP reactiv | SIRT5 block
39 | C[C@@H]1CN([C@@H](C)CO)C(=O)c2cc(NC(=O)Nc3ccc(F)cc3)ccc2O[C@@H](C)CCCCO[C@H]1CN(C)C(=O)Cc1ccccc1 | -2 | -8 | . | 0 | 7 | -5 | 0.0 | 4
31 | Cc1ccccc1-c1cnc2c(c1)C(=O)N([C@@H](C)CO)C[C@@H](C)[C@@H](CN(C)Cc1ccccc1F)O2 | 0 | -6 | 4 | -5 | -2 | -8 | 0.3 | 10
42 | COc1ccccc1-c1cn(CC[C@@H]2CC[C@H](NC(=O)c3cnccn3)[C@H](CO)O2)nn1 | . | 7 | -1 | 1 | 0 | 3 | 0.4 | 7
43 | CCOCCCNC(=O)C(c1ccc(C)cc1)N(Cc1ccc2c(c1)OCO2)C(=O)c1ccccn1 (stereo unspecified) | 4 | 3 | 4 | 0 | 1 | -6 | 0.3 | -4
37 | COc1cc(C(=O)Nc2nc(-c3ccc(C)cc3)cs2)ccc1OCC(=O)N1CCOCC1 | . | 2 | 9 | -19 | 0 | . | 0.0 | .
35 | O=C(NCc1ccc(F)cc1)c1ccc(CNc2c(N3CCOCC3)c(=O)c2=O)cc1 | -5 | -9 | 1 | -1 | -5 | 0 | 0.0 | -1
38 | Cc1c(-c2ccc(OCCN3CCCCC3)cc2)c(=O)oc2ccc3ccccc3c12 | 1 | -15 | -5 | 5 | -1 | 1 | 0.2 | -4
45 | O=[N+]([O-])c1ccccc1S(=O)(=O)N1CCN(c2ccccn2)CC1 | 1 | 4 | 10 | -3 | 1 | -3 | 0.0 | -4
40 | O=C(CSc1ncccc1-c1nc2ccccc2[nH]1)N1CCc2ccccc21 | 1 | -21 | . | . | -2 | 0 | 0.0 | .
34 | Cc1nn(C)cc1N1C(=O)c2cccc3c(N)ccc(c23)C1=O | 6 | -7 | . | -9 | 4 | 26 | 1.9 | 0
44 | Cc1cccc(OCC(=O)Nc2ccc3nc(C)sc3c2)c1 | -1 | 2 | . | . | . | 5 | 0.1 | -1
36 | O=C(Nc1cc(Cl)cc(Cl)c1)c1ccno1 | 0 | 10 | 7 | -7 | -1 | -17 | 0.5 | 2

(listing goes on)
# | structure | ERAP1 inh | LGR2 antag | C2C12 statin | PGC1a acetyl inh | Cneo AK release | S100A4 MyoIIA | XiGFP reactiv | SIRT5 block
46 | O=C(CC1C(=O)NCCN1C(=O)c1ccc(Cl)cc1)Nc1ccc(F)cc1 (stereo unspecified) | -4 | 7 | . | -10 | -1 | -1 | 0.0 | 2
47 | Nc1ccccc1SCc1csc(-c2ccc(Cl)cc2)n1 | -2 | -77 | 2 | . | 3 | -4 | 0.3 | -7
48 | CC(C)(CNC(=O)c1sc2cc(Cl)ccc2c1Cl)N1CCOCC1 | 1 | -8 | -44 | . | -9 | 4 | 0.3 | 3
49 | COCCN(C(=O)COC(=O)c1cc(C)n(-c2ccccc2)c1C)c1c(N)n(Cc2ccccc2)c(=O)[nH]c1=O | 3 | 11 | -16 | . | . | -7 | 0.0 | 9
50 | Cn1c(C(=O)NCCc2ccsc2)cc2c(=O)n(C)c3ccccc3c21 | . | -16 | -17 | -7 | 2 | 0 | 0.3 | .
51 | CN(C)CC(=O)Nc1ccc2c(c1)[C@@H]1C[C@H](CC(=O)NCCc3ccccc3)O[C@H](CO)[C@@H]1O2 | 2 | -1 | 8 | 4 | -3 | 16 | -0.1 | 3
52 | COc1ccc(CC(=O)OCC(=O)Nc2ccc(OC(F)F)cc2)cc1OC | -2 | -11 | -3 | 6 | -2 | -5 | 0.2 | -4
